Screening data: PubChem BioAssay, National Center for Advancing Translational Sciences (NCATS)
Rab9 promoter act: activators of Rab9 promoter; Huh7 Rab9 promoter-luciferase reporter, luminescence, 24 h; 2.8% of 320,000 active; Potency, µM (titrated, usually from 9.22 µM), inactives show top-dose activation, negative = inhibition, hits mostly activators; AID 485297; further: potency means the concentration at half of the fitted maximal effect; % of control where 0% means no effect; nearly all actives have a fitted effect of over 60% in size
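Huh7 reporter line, Rab9 promoter upstream of luciferase. Compound exposure 24 h at 37 °C in reduced-serum medium with 10% FBS. Read-out: luminescence.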
ELG1 genotoxic: genotoxicity induction in ELG1-luciferase HEK293T cells | HEK293T ELG1-luciferase reporter, luminescence, 16 h | Potency, µM (doses to about 46 µM), for the others: top-dose activity change, positive = activation, usual class: activators | 1.3% of 330,000 active | AID 504466; further: potency means the concentration at half of the fitted maximal effect; % of control where 0% means no effect; nearly all actives have a fitted effect of over 60% in size
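16 hr compound incubation (37 °C, 5% CO2) of HEK293T cells carrying luciferase-tagged ELG1; luciferase then measured by ONE-Glo luminescence after 30 min at RT.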
RORg inh: inhibitors of mouse ROR gamma transcriptional activity; Drosophila S2 Gal4-RORgamma UAS-luciferase reporter, 20 h; Potency, µM (titrated, usually from 53.6 µM), without a hit: top-dose activity change, negative = inhibition, hits mostly inhibitors; 5.4% of 310,000 active; AID 2551; further: potency means the concentration at half of the fitted maximal effect; on the % scale 0 is the no-effect control and ±100 the full control effect; nearly all actives have a fitted effect of over 60% in size
Target sequence (P51450 whole entry, looked up, the tested form may be a part): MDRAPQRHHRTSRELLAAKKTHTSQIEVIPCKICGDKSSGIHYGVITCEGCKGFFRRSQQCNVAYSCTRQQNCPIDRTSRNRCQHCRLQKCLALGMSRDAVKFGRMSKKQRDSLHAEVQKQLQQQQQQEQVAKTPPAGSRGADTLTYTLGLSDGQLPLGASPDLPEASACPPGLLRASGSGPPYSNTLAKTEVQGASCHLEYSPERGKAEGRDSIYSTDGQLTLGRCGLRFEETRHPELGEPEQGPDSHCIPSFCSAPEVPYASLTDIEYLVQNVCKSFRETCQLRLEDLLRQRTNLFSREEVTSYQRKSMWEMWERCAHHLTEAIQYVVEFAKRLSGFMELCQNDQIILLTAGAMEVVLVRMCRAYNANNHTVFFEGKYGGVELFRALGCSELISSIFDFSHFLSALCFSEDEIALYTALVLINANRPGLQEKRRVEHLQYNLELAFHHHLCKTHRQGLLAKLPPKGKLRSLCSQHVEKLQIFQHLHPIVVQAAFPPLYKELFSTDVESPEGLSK
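ROR gamma transcriptional activity was tracked as Gal4-UAS luciferase output in stably transfected Drosophila Schneider cells, with compound added 1 hr before 700 uM copper sulfate induction and a 20 hr ambient-temperature incubation.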
TRPV1 ag: activates the human vanilloid receptor TRPV1. Q8NER1. TRPV1-expressing cells, Fluo-8 calcium influx, agonist mode. activation, % at 8.33 µM. 0.19% of 320,000 active. AID 540275; in the data active means activation above about 80%; inconclusive means between about 30% and that limit; further: 0% is about no effect
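TRPV1-expressing cells were cultured overnight at 35.5C and loaded with Fluo-8 calcium dye for 40 to 90 min at room temperature. After a 10 s baseline, compound was added and calcium influx was read kinetically for 3 min (ex 480/em 520 nm).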
Gal4-VP16 FLuc: inhibits Gal4-VP16 luciferase reporter, ROR gamma counter-screen; Drosophila S2 Gal4-VP16 UAS-luciferase, luminescence, 20 h; Potency, µM (titrated, usually from 53.6 µM), for inactives: top-dose activity, negative = inhibition, actives largely listed as inhibitors; 3.5% of 310,000 active; AID 2546;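 further: Gal4-VP16 expression switched on by copper sulfate through the metallothionein promoter; potency means the concentration at half of the fitted maximal effect; on the % scale 0 is the no-effect control and ±100 the full control effect; nearly all actives have a fitted effect of over 50% in size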
ELG1 repair inh: blocks ELG1-dependent DNA repair in HEK293T cells | 2.3% of 330,000 active | Potency, µM (series often up to 46.1 µM), without a hit: at the top dose activity change, negative = inhibition, usual class: inhibitors | HEK293T ELG1-luciferase reporter, luminescence, 16 h; DNA damage induced by 5-fluorouridine; further: potency means the concentration at half of the fitted maximal effect; on the % scale 0 is the no-effect control and ±100 the full control effect; nearly all actives have a fitted effect of over 55% in size
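Overnight (16 hr) co-exposure of 2,000 cells/well to 5-fluorouridine and compound at 37 °C preceded detection. Luciferase was quantified via ONE-Glo luminescence; loss of signal denotes inhibition.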
BRCA1 expr up: increases BRCA1 expression; MCF7-BRCA1-FFLuc reporter, luminescence, 48 h; response scale: scaled: vehicle 0%, 10 µM genistein 100%; Potency, µM (top dose mostly 46.1 µM), without a hit: at the top dose activation, actives largely listed as activators; 1.1% of 380,000 active; further: potency means the concentration at half of the fitted maximal effect; nearly all actives have a fitted effect of over 80% in size; some results filed as inactive show a strong effect at the top dose
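First, MCF7-BRCA1-FFLuc cells (2000/well) attach for 2 h; next, compounds are pin-added and incubated 48 h at 37 °C; finally, luciferase reagent is added and luminescence read after 15 min.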
FLuc modulator: firefly luciferase modulation, counter-screen for miR-21 project; purified FLuc, Km substrates, luminescence inhibition; Potency, µM (series often up to 57.5 µM), without a hit: at the top dose activity change, negative = inhibition, hits mostly inhibitors; AID 588342; P08659; 6.9% of 360,000 active;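 further: potency means the concentration at half of the fitted maximal effect; plate controls were vehicle for no effect and reference inhibitor for full effect; nearly all actives have a fitted effect of over 55% in size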
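Purified P. pyralis luciferase (10nM final) with 10uM D-luciferin and 10uM ATP (Km levels) in 50mM Tris acetate pH 7.5, 10mM Mg acetate, 0.01% Tween-20, 0.05% BSA; qHTS 6-point titration, ~60 µM downward; luminescence read.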
NPC1 promoter act: activates the NPC1 promoter; Huh7 NPC1 promoter luciferase reporter, 24 h; Potency, µM (titrated, usually from 9.22 µM), without a hit: at the highest dose activation, most hits filed as activators; 2.4% of 320,000 active; AID 485313;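 further: potency means the concentration at half of the fitted maximal effect; % of control where 0% means no effect; nearly all actives have a fitted effect of over 60% in size; reporter is driven by a mutant NPC1 promoter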
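Luminescence from an NPC1 promoter-driven luciferase reporter in stably transfected Huh7 cells was measured after 24 h compound treatment at 37 °C, followed by 10 min ambient incubation with luciferase detection reagent.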
Tb PFK inh: blocks T. brucei phosphofructokinase. Potency, µM (titrated, usually from 57.5 µM), without a hit: at the top dose activity, negative = inhibition, actives largely listed as inhibitors. 0.17% of 330,000 active. T. brucei PFK, ADP-Glo luminescence. O15648;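 further: potency means the concentration at half of the fitted maximal effect; 0% = uninhibited 1x PFK enzyme wells and -100% = no-enzyme wells; nearly all actives have a fitted effect of over 60% in size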
Target sequence (O15648 whole entry, looked up): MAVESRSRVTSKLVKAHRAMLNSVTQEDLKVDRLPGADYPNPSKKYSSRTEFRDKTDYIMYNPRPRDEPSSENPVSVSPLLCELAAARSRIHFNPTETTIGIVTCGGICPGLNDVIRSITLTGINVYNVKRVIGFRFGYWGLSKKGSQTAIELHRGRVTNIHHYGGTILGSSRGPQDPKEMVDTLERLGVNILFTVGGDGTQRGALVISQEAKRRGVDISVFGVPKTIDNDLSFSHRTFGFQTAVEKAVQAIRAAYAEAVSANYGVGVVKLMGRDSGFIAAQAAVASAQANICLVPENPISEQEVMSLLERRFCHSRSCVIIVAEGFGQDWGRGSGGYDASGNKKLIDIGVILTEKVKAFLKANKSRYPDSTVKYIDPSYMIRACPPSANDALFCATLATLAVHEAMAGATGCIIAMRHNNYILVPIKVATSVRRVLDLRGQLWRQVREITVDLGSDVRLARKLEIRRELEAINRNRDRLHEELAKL
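Luminescent ADP detection (ADP-Glo, two-step: ATP depletion then ADP-to-ATP conversion for luciferase) reported PFK activity after 45 min room-temperature reaction of 1.25 nM enzyme with 0.5 mM F6P and 0.1 mM ATP at pH 8.0.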
p53 reactivator: mutant p53 re-activation in reporter cells | H1299 p53-A138V BP100-luciferase reporter, luminescence, 24 h | Potency, µM (titrated, usually from 92.2 µM), for the others: top-dose activity change, positive = activation, usual class: activators | 0.063% of 320,000 active | AID 504706; further: potency means the concentration at half of the fitted maximal effect; % of control where 0% means no effect; nearly all actives have a fitted effect of over 45% in size
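p53-null H1299 cells stably carrying temperature-sensitive p53-A138V and a BP100-luciferase reporter were pinned with compounds (4-point, 1:5 series) and held 24 hrs at 37 deg C. Luminescence was read 10 min after detection reagent.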
* marks the source's active call; other numbers are inactive results; ? = inconclusive; . = not tested or not shown; [ ] = another dose, or the depositor's remark. Unless noted, the call rests on the fitted dose curve; in most records, active means well fitted curve in the direction sought with a large enough effect; inconclusive means small, poorly fitted or top-dose-only effect, or another doubt; inactive means no such curve, though single readings can be large; an effect the other way counts as inactive or inconclusive.

Start of the data: the first 2 records as a preview:
SMILES	Rab9 promoter act	ELG1 genotoxic	RORg inh	TRPV1 ag	Gal4-VP16 FLuc	ELG1 repair inh	BRCA1 expr up	FLuc modulator	NPC1 promoter act	Tb PFK inh	p53 reactivator
O=C(Oc1ccc(Br)cc1)C1CCN(C2=NS(=O)(=O)c3ccccc32)CC1	0%	0%	.	-3	.	16%	-21%	3%	-1%	-4%	2%
Cc1nc(Cl)c(S(N)(=O)=O)c(C)c1Cl	-2%	25%	-4%	2	4%	-12%	-6%	3%	-2%	1%	-2%

This part in full, from the start:
SMILES	Rab9 promoter act	ELG1 genotoxic	RORg inh	TRPV1 ag	Gal4-VP16 FLuc	ELG1 repair inh	BRCA1 expr up	FLuc modulator	NPC1 promoter act	Tb PFK inh	p53 reactivator
O=C(Oc1ccc(Br)cc1)C1CCN(C2=NS(=O)(=O)c3ccccc32)CC1	0%	0%	.	-3	.	16%	-21%	3%	-1%	-4%	2%
Cc1nc(Cl)c(S(N)(=O)=O)c(C)c1Cl	-2%	25%	-4%	2	4%	-12%	-6%	3%	-2%	1%	-2%
COC(C[C@@H]1O[C@H]1[C@@H](O)[C@@H](C)OCc1ccccc1)OC	-5%	4%	19%	-6	1%	1%	7%	0%	1%	-2%	2%
CN(CC(=O)NCc1ccncc1)S(=O)(=O)c1ccccc1	1%	0%	-6%	4	6%	2%	4%	-1%	1%	1%	-4%
COc1cccc(OCc2cc(C(=O)N3CCN(C4CCCCC4)C(=O)C3)no2)c1	-5%	-3%	?	29	-2%	-3%	3%	0%	0%	-2%	4%
O=C(NCc1ccccc1Cl)C1CCCN(S(=O)(=O)c2cccc3nonc23)C1 (centres undefined)	-8%	0%	12%	6	14%	1%	-29%	0%	2%	0%	3%
Cc1n[nH]c(C)c1Cc1c(F)cccc1Cl	-3%	-4%	16µM*	1	-9%	-4%	2%	-20%	-5%	-2%	0%
COCCCn1c(SCC(=O)Nc2nnc(C)s2)nnc1-c1ccoc1C	-7%	1%	20%	.	5%	1%	1%	5%	0%	-3%	3%
COc1ccc(C(=O)Nc2ncc3c(n2)CC(C)CC3=O)cc1 (centres undefined)	-1%	9%	1%	25	3%[10 µM]	?	28%	?	-1%	-1%	2%
CCOc1ccc(N(C)Cc2cc(=O)oc3ccc(OC)cc23)cc1	-12%	-8%	?	-1	-10%	16µM*	-20%	-11%	-2%	-2%	-6%
O=C(NCC1CCCN(Cc2nccs2)C1)c1cccc2ccccc12 (centres undefined)	3%	0%	-1%	-3	7%	-1%	3%	2%	1%	-1%	-1%
COc1ccc(-n2nc(C(=O)N(C)C3CCCCC3)c3ccccc3c2=O)c(OC)c1	-1%	3%	-16%	2	0%	6%	-19%	3%	-1%	9%	-1%
CCn1c(C)nc2cc(C(=O)NNC(=O)CCC3CCCC3)ccc21	4%	3%	?	-2	?	?	-19%	-11%	-2%	-3%	-3%
Cc1ccc(C2(C)NC(=O)N(CC(=O)Nc3cc(S(=O)(=O)N(C)C)ccc3C)C2=O)cc1 (centres undefined)	3%	7%	14%	1	1%	-15%	-19%	3%	-6%	0%	-1%
O=C(NC1CS(=O)(=O)CC1NCc1ccco1)c1ccccc1 (centres undefined)	2%	1%	-3%	1	3%	2%	-12%	2%	-1%	1%	-2%
CN1C(=O)/C(=C2\SC(N3CCCCCC3)=NC2=O)c2ccccc21	3.5µM*	?	-10%	5	-2%	?	-56%	2.7µM*	?	-2%	14%
O=C(Nn1cnnc1)c1ccccc1Cl	1%[1.84 µM]	2%	-33%	-3	-3%	9%	8%	1%	-3%	1%	2%
CN(CC(=O)Nc1ccccc1Br)C(=O)CCSc1ccc(F)cc1	-5%	-9%	.	10	.	-25%	-31%	2%	-2%	-1%	-2%
O=C(c1cc(F)c(F)cc1Cl)N1CCN(c2ncccn2)CC1	-4%	-7%	-6%	3	7%	12%	-6%	5%	-4%	4%	.
CCOc1ccccc1NC(=O)CN1CCC(C(=O)c2ccc(F)cc2)CC1	1%	-20%	-26%	?	0%	?	-33%	-1%	-2%	1%	8%
COc1ccc(S(=O)(=O)N2CCCCC2)cc1NC(=O)c1ccc(OC)c(OC)c1	-7%	0%	.	1	.	?	1%	-2%	-3%	1%	-16%
CCOC(=O)/C(C#N)=C/c1cc(C)n(-c2ccc(Br)cc2)c1C	-5%	8%	29%	-1	-42%	21%	.	3%	0%	-4%	-1%
Cc1ccc(NC(=O)C(NCc2ccccn2)c2ccccc2)cc1 (centres undefined)	2%	20%	-26%	12	29%	?	-5%	17µM*	3%	-4%	?
CC(CCc1ccccc1)NC(=O)C1CCN(S(=O)(=O)N2CCOCC2)CC1 (centres undefined)	-2%	-1%	11%	6	1%	2%	-18%	-1%	-1%	2%	-5%
CSc1nnc(-c2cc[n+](C)cc2)n1CCO	-4%	1%	-8%	2	-8%	-7%	-17%	4%	-4%	-2%	12%
CCN(CC)S(=O)(=O)c1ccc(NC(=O)COC(=O)c2ccc(NC(=O)CC#N)cc2)cc1	0%	-1%	3%	1	1%	-10%	-5%	-3%	6%	1%	5%
Cc1cc(SCC(=O)N/N=C/c2ccc(O)c(O)c2O)c(C)cc1Br	-28%	10%	2.8µM*	13	?	3%	-84%	-18%	-11%	-17%	16%
CCOC(=O)C1=C(C)N(C)C(C)=C(C(=O)OCC)C1c1ccccc1	-6%	0%	-7%	?	-13%	-25%	7%	0%	-8%	-3%	-11%
CC(C)(C)OC(=O)N1CCC(c2c(C(=O)N3CCN(C(=O)c4ccco4)CC3)cnn2-c2ccc(F)cc2)CC1	-2%	-3%	6%	-2	-16%	?	17%	2%	2%	-1%	14%
O=C(N/N=C/c1cccc(Oc2ccccc2)c1)c1ccc(O)cc1O	13%	1%	0.63µM*	?	2.2µM*	11%	53%	17µM*	1%	-2%	1%
CCOc1ccc(CCNC(=O)COC(=O)C2=NNC(=O)CC2)cc1OCC	-8%	-2%	.	2	.	4%	-4%	0%	-1%	-9%	-4%
CC(=O)Nc1ccccc1C(=O)C(=O)Nc1cccc(Br)c1	2.5µM*	6%	22%	-5	17%	?	38%	-4%	?	1%	4%
COc1ccc(N(C(=O)CNC(=O)c2ccco2)C(C(=O)NC2CCCCC2)c2ccco2)cc1 (centres undefined)	4%	-1%	-8%	2	2%	1%	-4%	4%	1%	-4%	1%
COc1ccc(C(=O)NC(C)C2CC3CCC2C3)cc1 (centres undefined)	8%	7%	16%	?	4%	?	42%	-19%	2%	-4%	-3%
C=CCN1CCN(C(=O)CCc2ccccc2)CC1	0%	0%	-5%	0	-6%	1%	8%	3%	3%	-1%	13%
O=C1CCCCC1C(Nc1ccc(Cl)cc1)c1ccccc1 (centres undefined)	2%	-5%	-1%	?	1%	1%	-7%	1%	2%	-3%	4%
CCC(=O)N/N=C(\C)CC(=O)Nc1ccccc1-c1ccccc1	2%	-5%	0%	5	-4%	3%	-9%	-14%	-1%	-5%	1%
COc1cccc(C(=O)C2CCCN(Cc3cccn3-c3cccnc3)C2)c1 (centres undefined)	-2%	-8%	0%	5	-1%	?	-47%	3%	1%	-4%	-5%
CCCn1c(=O)c(C(=O)NNC(=O)Cc2ccccc2)c(O)c2ccccc21	-2%	-15%	-21%	1	-5%	-25%	-24%	3%	1%	-2%	2%
CC(=O)C1=C(O)C(=O)N(Cc2ccccc2)C1c1cccs1 (centres undefined)	0%	3%	-5%	-4	-5%	0%	37%	1%	-3%	4%	-1%
COc1cc(SC)ccc1C(=O)N1CCc2ccccc21	3%	-6%	14%[1.91 µM]	-4	2%	-15%	26%	-2%	-1%	-2%	-3%
N/C(COc1ccc(F)cc1)=N\NC(=O)c1cccnc1Oc1ccccc1	2%	-2%	2.5µM*	-4	4.5µM*	-2%	29%	2%	-3%	-9%	9%
CCN1CCN(C(=O)CN2C(=O)COc3ccc(C)cc32)CC1	-5%	-2%	-7%	1	7%	-6%	-15%	1%	4%	0%	?
COc1ccc(CNCC(=O)Nc2cc(C)nn2-c2nc(C)cc(C)n2)cc1OC	-8%	1%	-12%	-2	-1%	4%	-2%	5%	-16%	1%	1%
Cc1ccccc1NC(=O)c1cccc(Cn2cc(Br)c([N+](=O)[O-])n2)c1	3%	-9%	?	26	-14%	-18%	-6%	-1%	-1%	-5%	3%
CCn1c(SCc2nnc(-c3ccccc3)o2)nnc1-c1ccc(S(=O)(=O)N2CCCC2)cc1	-3%	-6%	6%	0	-5%	?	-4%	2%	2%	-8%	-11%
C/C(CC(=O)Nc1cccc(C(F)(F)F)c1)=N\NC(=O)Cc1ccccc1	-4%	4%	?	14	2%[10 µM]	5%	-17%	-1%	1%	-7%	1%
